Screening results from PubChem BioAssay.
NPR1 activator: GC-A (human) enzyme activation; HEK293 GC-A cells, cGMP TR-FRET, EC30 ANP; 0% at EC30 ANP, 100% saturating ANP; activation, % at 10 µM; hit rate 0.14% among 370,000; P16066; AID 1671463; in the data active = activation above about 40%
SIAE inh: human SIAE inhibition, primary screen; Q9HAT2; hit rate 0.69% among 370,000; inhibition, % at 9.66 µM; SIAE FP-Rh probe binding, fluorescence polarization; AID 1053197;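 active = inhibition above a cutoff: mean of compounds within the control limits plus 3 SD of those, cut at about 17% in these data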;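 note: 0% = plate median of compound wells and 100% = probe without SIAE protein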
Target sequence (Q9HAT2 whole entry, looked up): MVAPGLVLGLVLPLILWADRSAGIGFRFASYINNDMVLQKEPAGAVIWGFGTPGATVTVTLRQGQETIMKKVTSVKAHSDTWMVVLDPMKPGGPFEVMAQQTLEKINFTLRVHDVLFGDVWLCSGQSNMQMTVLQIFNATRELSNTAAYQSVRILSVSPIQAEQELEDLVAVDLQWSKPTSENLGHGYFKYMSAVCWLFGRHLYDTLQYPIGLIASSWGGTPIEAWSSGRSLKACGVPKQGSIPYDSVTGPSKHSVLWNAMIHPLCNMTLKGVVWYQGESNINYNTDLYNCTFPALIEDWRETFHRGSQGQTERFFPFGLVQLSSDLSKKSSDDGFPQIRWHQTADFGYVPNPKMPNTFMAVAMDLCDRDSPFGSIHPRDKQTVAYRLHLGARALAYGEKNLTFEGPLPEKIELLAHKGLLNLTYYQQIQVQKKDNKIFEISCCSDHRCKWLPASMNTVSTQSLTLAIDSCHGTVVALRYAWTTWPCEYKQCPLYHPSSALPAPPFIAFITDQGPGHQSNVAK
MBD2 DNA inh: blocks human MBD2 binding to methylated DNA. inhibition, % at 4.4 µM. Q9UBB5. TR-FRET, MBD2 binding to methylated oligonucleotide. hit rate 0.31% among 370,000; in the data active = inhibition above about 13%
PRMT1 FP inh: inhibitors of human PRMT1. Q99873. recombinant PRMT1, activity-based probe fluorescence polarization. inhibition, % at 2.79 µM. hit rate 1.3% among 370,000;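 active = inhibition above about 21% made by adding two undisclosed values, limit read from the data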
Target sequence (Q99873 whole entry, looked up): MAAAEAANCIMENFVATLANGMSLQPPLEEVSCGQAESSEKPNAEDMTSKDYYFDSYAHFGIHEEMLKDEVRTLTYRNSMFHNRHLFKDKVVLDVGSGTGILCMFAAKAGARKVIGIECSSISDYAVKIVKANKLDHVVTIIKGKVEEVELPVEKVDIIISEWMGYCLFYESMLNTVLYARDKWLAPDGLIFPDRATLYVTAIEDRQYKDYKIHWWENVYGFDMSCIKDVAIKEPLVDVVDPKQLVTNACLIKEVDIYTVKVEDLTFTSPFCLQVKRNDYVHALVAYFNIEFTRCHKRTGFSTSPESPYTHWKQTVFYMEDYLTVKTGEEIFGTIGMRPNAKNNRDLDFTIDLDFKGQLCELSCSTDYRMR
TCR-CD3 inh: human TCR-CD3 binding inhibition; inhibition, % at 9.4 µM; AID 651800; TAMRA-labeled TCR probe fluorescence, biochemical; hit rate 0.37% among 360,000; in the data active = inhibition above about 19%;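 note: recombinant mutant TCR 2C K166C tagged with TAMRA read by polarization; 0% = receptor in buffer alone and 100% = receptor with positive control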
rCAG RNA binder: r(CAG) repeat RNA binding. TO-PRO-1 dye displacement fluorescence. inhibition, % at 3 µM. hit rate 1.3% among 370,000. AID 651821;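 active = inhibition above the plate cutoff, the mean of all test compounds on that plate plus 3 SD, cut at about 35% in these data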;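 note: 0% = DMSO alone and 100% = 100 µM mitoxantrone as full dye displacement; higher means more dye released from RNA so lower well fluorescence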
ABHD4 inh: ABHD4 (mouse) inhibition, primary FP screen; hit rate 0.54% among 370,000; Q8VD66; AID 720543; inhibition, % at 8.92 µM; purified mABHD4, FP-Rh probe fluorescence polarization;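 active = inhibition exceeding the mean over every tested compound plus 3 SD, cut at about 30% in these data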;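 note: 0% = plate median of compound wells and 100% = S159A mutant with DMSO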
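Test system: mABHD4 protein; Read-out basis: % inhibition; Incubation: 45 min + 60 min at 25 °C; Repeats: single replicate; Technique: fluorescence polarization with parallel and perpendicular emission, 525/598 nm; Compound: 8.92 µM, single dose; Benchmarks: full inhibition S159A mutant plus DMSO, zero as sample-well median.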
UHRF1 binding: UHRF1 methyl-DNA binding inhibition; inhibition, % at 4.4 µM; Q96T88; UHRF1 binding to methylated oligo, TR-FRET; hit rate 0.75% among 370,000; in the data active = inhibition above about 21%;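 note: UHRF1 SRA domain binding a hemimethylated CpG hairpin DNA probe; 0% = median of test compound wells and 100% = reference inhibitor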
GC-B act: GC-B (human) receptor activation. P20594. HEK293-GC-B cells, CNP EC30, cGMP TR-FRET; 0% at EC30 CNP, 100% saturating CNP. activation, % at 10 µM. hit rate 0.11% among 370,000;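 active = activation at 10 µM reaching about 35% in either raw or pattern-adjusted values, limit read from the data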
HTRA1 inhibitor: blocks human HTRA1 serine peptidase | Q92743 | recombinant HTRA1, FP-rhodamine activity-based probe, fluorescence polarization | inhibition, % at 5.96 µM | hit rate 0.5% among 340,000 | AID 504803; in the data active = inhibition above about 36%;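 note: 0% = enzyme with DMSO and 100% = wells lacking enzyme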
Starred values were filed as active, the others as inactive; x = no result given. An excerpt; the hit share may differ from the screen's.

SMILES	NPR1 activator	SIAE inh	MBD2 DNA inh	PRMT1 FP inh	TCR-CD3 inh	rCAG RNA binder	ABHD4 inh	UHRF1 binding	GC-B act	HTRA1 inhibitor
Cc1ccc(NC(=O)CSc2nnc(CNC(=O)c3ccco3)n2C)cc1	1	-2	-2	1	10	0	-5	0	0	2
O=C(CSc1nnc(-c2ccco2)n1-c1ccccc1)Nc1c(Cl)cc(Cl)cc1C(=O)O	1	3	4	1	1	28	3	3	-2	-2
CSc1ncccc1C(=O)N1CCN(C(=O)c2ccccc2)CC1	0	-3	0	-3	-5	-2	-2	1	-2	5
CCCCCOC(=O)C1=C(C)NC(=O)NC1c1ccc(N(C)C)cc1 (stereo unspecified)	-10	4	-3	3	-1	-7	7	2	-1	4
COC(=O)/C=C1/S/C(=N/NC(=O)c2ccc(Cl)cc2Cl)NC1=O	0	12	-3	-1	0	6	6	-2	4	x
CCC(C(=O)NC(C)(C)C)N(Cc1ccccc1Cl)C(=O)c1snc(C(N)=O)c1N (stereo unspecified)	-6	-1	2	2	3	-6	-5	0	0	-7
CCCn1c(C(O)c2ccc(C)cc2)nc2ccccc21 (stereo unspecified)	-10	14	-1	-4	-11	-3	-6	4	-4	-3
CC(C)N(C)c1ncnc2c1ncn2[C@H]1CN(CCc2ccccc2)C[C@@H](CO)O1	-2	2	2	5	-4	0	1	2	-4	x
O=C(COc1ccccc1Br)NCc1ccco1	0	2	-4	-3	8	4	-2	1	4	-8
O=C1c2ccccc2C(=O)c2[nH]c(=O)[nH]c21	-2	2	-12	3	1	7	21	-5	-5	11
CCN(CC)CCN(C(=O)c1cccc([N+](=O)[O-])c1)c1nc2ccc(OC)cc2s1	-8	-5	0	4	-1	-3	-1	5	-6	-19
COC(=O)Cc1c(C)nc2nc(NCc3c(F)cccc3Cl)[nH]n2c1=O	5	-2	-3	2	-3	0	6	-3	0	8
Cc1cc2c(=O)oc(-c3ccc(Br)cc3)nc2s1	-1	-1	3	3	-9	0	4	1	-9	-3
COc1ccc2nc3sc(C(=O)NCCN4CCc5ccccc5C4)cc3cc2c1	5	-15	-3	3	-6	17	-11	-18	-1	-34
COc1ccc(Cl)cc1N(C(C)=O)c1nc(C)cc(C)c1C#N	-10	8	-1	0	3	-5	-1	0	-4	0
Cc1ccc(F)c(S(=O)(=O)NC(=O)C2(C)CCN2C(=O)Cc2ccc(C(C)(C)C)cc2)c1 (stereo unspecified)	-3	7	-1	0	0	32	-3	0	4	x
CCOc1ccc(CCNC(=O)c2cccc(NC3=NC4CS(=O)(=O)CC4S3)c2)cc1 (stereo unspecified)	-3	-3	3	-5	0	5	-21	-1	0	1
CC(C)c1ccc2nc3sc(C(=O)N4CCc5ccccc5C4)c(N)c3cc2c1	1	-7	-4	16	-5	9	2	-7	10	-23
COc1ccc(NC(=O)COC(=O)CCC2CCCCC2)cc1	1	0	-3	3	-3	-1	-1	0	-1	-9
Cc1ccccc1CC(=O)N1CCN(C(=O)c2ccco2)CC1	2	-8	2	-3	-7	-2	2	-4	-2	3
CCC1=[N+](CC(=O)c2ccc(C)cc2)CCn2c(C)ccc21	2	-1	3	3	-5	9	22	4	-4	24
COc1ccc(C(C)(NC(C)=O)c2nc(-c3cccc(C(=O)O)c3)cs2)cc1 (stereo unspecified)	-1	8	8	-1	-6	3	-3	2	-5	x
O=C(CCc1nnc2n(Cc3ccc(Cl)cc3)c(=O)c3ccccc3n12)NCCCN1CCOCC1	8	-10	0	-4	4	-6	3	14	10	-1
Cc1ccccc1Nc1nc(N)nc(COc2ccc(C#N)cc2)n1	3	-2	1	0	-3	2	2	1	-1	-16
COc1ccc(NC(=O)C2CCCCC2)cc1S(=O)(=O)N1CCOCC1	-1	0	2	3	-2	1	5	0	5	-2
CC1(C)Cc2c(C#N)c(OCC(=O)c3ccc(Cl)cc3)nc(-c3ccco3)c2CO1	-5	0	2	-2	3	4	-2	-1	-2	4
Cc1ccc(C)c(OCCCC(=O)Nc2ccccc2C(N)=O)c1	-2	-1	1	1	5	-5	-5	2	3	-12
CCN(CC)CC(=O)c1c[nH]c2ccc(C)cc12	3	-5	3	0	-7	3	-1	1	0	-22
Cc1cc(C(F)(F)F)nn1CC(=O)NCc1ccco1	2	2	0	0	2	3	1	3	1	2
Cc1cc(C)[n+](C)n1CC(O)Cn1c2ccccc2c2ccccc21 (stereo unspecified)	5	9	-2	0	0	2	4	2	1	-2
O=Cc1ccc(Oc2cccc(C(F)(F)F)c2)nc1	0	3	-4	-2	3	0	1	1	1	1
O=S(=O)(c1ccccc1)N1CCN=C1SCc1ccc(Cl)c(Cl)c1	-2	-4	1	-1	8	2	-11	0	1	-15
O=C(NC1CCCCC1)C1CCN(C(=O)c2ccccc2Cl)CC1	3	4	2	4	-9	-4	-4	2	-2	-2
CCCCNC(=O)C[C@H]1C(=O)N(Cc2ccc(OC)cc2)C2=CCCC[C@@]21C(=O)OCC	5	-2	-2	3	x	0	2	6	1	x
O=C(C1CC1)N1CCCC(c2ccc(Cl)cc2)=N1	-2	-4	4	2	-5	-3	-2	16	-1	-9
N#Cc1cc(-c2ccccc2)nn1-c1ccccc1	1	3	-2	23*	3	-1	-1	0	0	-25
NC(=O)CSc1nnc2sc3ccccc3n12	4	-2	-1	-3	5	1	9	-2	-4	2
CCN(CC(=O)Nc1cc(C)nn1-c1nc(C)cc(C)n1)Cc1ccccc1	2	0	3	-2	2	-8	2	-2	4	-10
COc1ccc(-n2c(=O)[nH]cc(C(=O)Nc3ccc4c(c3)OCO4)c2=O)cc1OC	0	0	0	1	-3	3	1	0	-2	-1
Cn1c(CC(=O)Nc2ccccc2Cl)nnc1SCC(=O)NC1CCCCC1	4	-1	7	2	0	0	-8	3	4	1
Cc1cccc(NC(=O)c2nc[nH]c2C(=O)NCCCCCCNC(=O)c2[nH]cnc2C(=O)Nc2cccc(C)c2)c1	4	3	-2	0	3	0	4	-3	-3	-5
N#CCOc1nc(N2CCOCC2)nc(N2CCOCC2)n1	3	6	5	0	-3	1	5	-2	1	3
CC1=NNC(=O)C1CC(=O)N/N=C/c1cccs1 (stereo unspecified)	-1	0	2	4	1	2	8	0	3	2
COc1ccc(-c2noc(C3CCCN(S(=O)(=O)c4ccc(C)c(Cl)c4)C3)n2)cc1OC (stereo unspecified)	5	1	4	0	0	-2	0	7	-7	3
Cc1ccc(NC(=O)CCS(=O)(=O)c2ccc3c(c2)NC(=O)C(C)S3)nc1 (stereo unspecified)	1	2	0	7	-11	4	10	0	-5	1
CCCn1c(=O)c2c(nc3n2CCS3)n(C)c1=O	2	-2	4	-3	3	-4	-2	1	-3	-5
CC1CCN(c2cc(N3CCN(C(=O)c4ccc(F)c(F)c4)CC3)c([N+](=O)[O-])cc2F)CC1	-2	-5	6	1	-7	-3	12	4	-2	-6
Cc1ccc(NC(=O)CN2CCCC2)c2c1CC(C)(C)O2	0	3	3	1	-8	-3	3	3	2	3
Nc1cccc(-c2nc3ncccc3o2)c1	3	0	0	-2	2	0	0	-6	-4	0
O=C(NCCc1ccccc1)C(=O)NCCC1CCCCN1S(=O)(=O)c1cccs1 (stereo unspecified)	-2	-7	3	-1	-1	-6	-3	-2	0	3
Going on with the list:
SMILES	NPR1 activator	SIAE inh	MBD2 DNA inh	PRMT1 FP inh	TCR-CD3 inh	rCAG RNA binder	ABHD4 inh	UHRF1 binding	GC-B act	HTRA1 inhibitor
Cn1c(=O)c(=O)n(C)c2cc(S(=O)(=O)N3CCN(c4ccccc4F)CC3)ccc21	3	11	2	1	3	-1	4	-1	-1	0
Nc1ncnc2c1ncn2[C@@H]1O[C@H](C(=O)N[C@@H](CCc2ccccc2)C(=O)N2CCN(C(=O)N3CCCCC3)CC2)[C@@H](O)[C@H]1O	3	2	-1	0	2	0	3	1	2	x
COc1ccc(-c2nnc3ccc(SCC(=O)Nc4nc5ccc(C)cc5s4)nn23)cc1OC	7	-4	-3	0	-1	8	-5	3	2	7
Cc1ccccc1CN1CCN(c2ccc(S(=O)(=O)N3CCCC3)cn2)CC1	-1	8	-3	-2	-2	-3	1	2	-1	13
CCc1nc2ccc(C(=O)N(C)C(C)C)cn2c1N(CC)Cc1cccc(Br)c1	-4	6	2	-2	1	-2	-1	0	1	x
O=C(CN(C(=O)Cn1nnc(-c2ccc(F)cc2)n1)c1cnc2ccccc2c1)NCC1CCCO1 (stereo unspecified)	6	6	-3	2	2	-4	6	-5	0	-9
CCCCCCN1CCN(C2CN(Cc3ccc(F)cc3)S(=O)(=O)C2)CC1 (stereo unspecified)	2	8	1	4	-4	-1	5	-5	1	x
CCOC(=O)c1cccc(NC(=O)CC2Oc3ccccc3NC2=O)c1 (stereo unspecified)	-4	6	1	3	6	-5	3	0	-2	-6
CCCNC(=S)N1CC2(C)CN(C(=O)C(=O)OCC)CC(C)(C1)C2=O	-1	1	2	1	1	0	1	-1	-4	5
CCN(CC)c1ccc(CNCc2cccs2)cc1	-5	2	1	2	5	0	6	1	-4	-1
CCOc1cc(NC(=S)Nc2cccc(OC)c2)c(OCC)cc1NC(=O)C(C)C	-5	-1	-2	9	-7	3	9	2	-2	6
COc1ccc(C2CC(=O)C3=C(C2)Nc2ccccc2N(C(=O)CCC(=O)O)C3c2ccc(F)cc2)cc1OC (stereo unspecified)	1	2	0	1	8	9	-5	1	5	10
Cc1ccc(S(=O)(=O)N2CCC(C(=O)N[C@@H](Cc3ccccc3)C(=O)O)CC2)cc1	3	8	1	-3	1	7	-5	-1	1	8
O=C1C2C3C=CC(C3)C2C(=O)N1Cc1ccc(CN2C(=O)C3C4C=CC(C4)C3C2=O)cc1 (stereo unspecified)	2	2	-3	-1	10	-5	-3	-2	0	-7
CNC(=O)C1=C(C)NC(=S)NC1c1cc2c(cc1OC)CCCC2 (stereo unspecified)	2	7	4	0	1	-1	2	-1	0	-1
Cc1ccccc1N(CC(=O)NCC1CCCO1)C(=O)CCC(=O)Nc1nccs1 (stereo unspecified)	-11	10	1	0	-3	-6	2	-3	0	-5
Cc1nn(CC(=O)NCCN2CCOCC2)c(=O)c2cc3sccc3n12	-3	-1	2	-2	8	0	2	-3	1	1
COc1ccc(N2CC(NS(=O)(=O)c3cccnc3)CC2=O)cc1 (stereo unspecified)	3	4	-5	-2	0	-1	9	-4	2	-1
CC(C(=O)OCC(=O)c1ccc(Br)cc1)N1C(=O)C2C3CCC(C3)C2C1=O (stereo unspecified)	14	-6	5	-3	-2	-2	2	2	1	-8
CC(C)c1ccc(NC(=O)CN2C(=O)COc3ccc(S(=O)(=O)N4CCOCC4)cc32)cc1	3	-2	3	3	1	2	-7	3	3	4
CC(Sc1ccccc1)C(=O)NN=C1CCN(C)CC1 (stereo unspecified)	3	5	3	-2	4	-6	-4	1	0	x

4 entries from above, sorted by length of the SMILES, low to high:
SMILES	NPR1 activator	SIAE inh	MBD2 DNA inh	PRMT1 FP inh	TCR-CD3 inh	rCAG RNA binder	ABHD4 inh	UHRF1 binding	GC-B act	HTRA1 inhibitor
CC(Sc1ccccc1)C(=O)NN=C1CCN(C)CC1 (stereo unspecified)	3	5	3	-2	4	-6	-4	1	0	x
Cc1ccccc1N(CC(=O)NCC1CCCO1)C(=O)CCC(=O)Nc1nccs1 (stereo unspecified)	-11	10	1	0	-3	-6	2	-3	0	-5
CC(C(=O)OCC(=O)c1ccc(Br)cc1)N1C(=O)C2C3CCC(C3)C2C1=O (stereo unspecified)	14	-6	5	-3	-2	-2	2	2	1	-8
Cc1ccc(S(=O)(=O)N2CCC(C(=O)N[C@@H](Cc3ccccc3)C(=O)O)CC2)cc1	3	8	1	-3	1	7	-5	-1	1	8
